Assay outcomes from PubChem.
BoNT A protease: blocks Botulinum neurotoxin A light chain protease | multiplex microsphere protease substrate cleavage, flow cytometry | 360,000 compounds, 0.17% hits | inhibition, % at 10 µM | AID 588499; note: plate controls were buffer without enzyme for full effect and enzyme alone for no effect
TcdB inh: blocks C. difficile toxin B glycohydrolase activity; P18177; TcdB glycohydrolase enzymatic assay, plate reader; inhibition, % at 9.99 µM; 350,000 compounds, 0.24% hits; in the data active = inhibition above about 10%
CCHFV vOTU inh: blocks the CCHF virus ovarian tumor domain protease; CCHFV vOTU protease, Pep-AMC fluorescence; inhibition, % at 11.5 µM; 370,000 compounds, 0.55% hits; AID 651958; in the data active = inhibition above about 30%; note: 0% = vehicle wells with enzyme and 100% = no enzyme wells
Y pestis TopoI: blocks Yersinia pestis topoisomerase I activity; Y. pestis Topo-I cleavage product accumulation, plate reader; AID 504884; activity, % at 10 µM; 360,000 compounds, 0.064% hits; in the data active = activity above about 50%, passing the limit was not always enough; inconclusive = no clear call, values can overlap the other calls; note: inactives centre near 2
FadD28 binding: blocks FadD28 binding to the bisubstrate probe | fluorescence polarization | inhibition, % at 12.5 µM | 360,000 compounds, 0.22% hits; in the data active = inhibition above about 8.5%, passing the limit was not always enough; inconclusive = no clear call, values can overlap the other calls
PrPC surface inh: cell surface PrPC inhibition, primary TR-FRET screen; P04156; TR-FRET read-out; inhibition, % at 13.8 µM; 370,000 compounds, 0.43% hits; in the data active = inhibition above about 24%; note: 0% = median of the test wells and 100% = reference compound wells
BoNT-F LC inh: BoNT F light chain protease inhibition; AID 588497; inhibition, % at 10 µM; 360,000 compounds, 0.22% hits; Multiplex microsphere protease cleavage assay, flow cytometry; in the data active = inhibition above about 35%, passing the limit was not always enough; inconclusive = no clear call, values can overlap the other calls; note: plate controls were buffer without enzyme for full effect and enzyme alone for no effect
PfHsp40 yeast: rescue of PfHsp40-mediated yeast toxicity. AID 504582. growth rescue, % at 12.5 µM. S. cerevisiae expressing PfHsp40, growth rescue, ATP luminescence. 340,000 compounds, 0.68% hits; in the data active = growth rescue above about 28%, passing the limit was not always enough; inconclusive = no clear call, values can overlap the other calls;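 note: yeast W303a lacking pdr1 and pdr3 grown in galactose medium; growth measured after three days at 30 °C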
Anthrax LF prot: anthrax lethal factor protease inhibition; AID 588501; P15917; multiplex microsphere protease cleavage assay, LF; inhibition, % at 10 µM; 360,000 compounds, 0.12% hits; note: plate controls were buffer without enzyme for full effect and enzyme alone for no effect
Target sequence (P15917 whole entry, looked up): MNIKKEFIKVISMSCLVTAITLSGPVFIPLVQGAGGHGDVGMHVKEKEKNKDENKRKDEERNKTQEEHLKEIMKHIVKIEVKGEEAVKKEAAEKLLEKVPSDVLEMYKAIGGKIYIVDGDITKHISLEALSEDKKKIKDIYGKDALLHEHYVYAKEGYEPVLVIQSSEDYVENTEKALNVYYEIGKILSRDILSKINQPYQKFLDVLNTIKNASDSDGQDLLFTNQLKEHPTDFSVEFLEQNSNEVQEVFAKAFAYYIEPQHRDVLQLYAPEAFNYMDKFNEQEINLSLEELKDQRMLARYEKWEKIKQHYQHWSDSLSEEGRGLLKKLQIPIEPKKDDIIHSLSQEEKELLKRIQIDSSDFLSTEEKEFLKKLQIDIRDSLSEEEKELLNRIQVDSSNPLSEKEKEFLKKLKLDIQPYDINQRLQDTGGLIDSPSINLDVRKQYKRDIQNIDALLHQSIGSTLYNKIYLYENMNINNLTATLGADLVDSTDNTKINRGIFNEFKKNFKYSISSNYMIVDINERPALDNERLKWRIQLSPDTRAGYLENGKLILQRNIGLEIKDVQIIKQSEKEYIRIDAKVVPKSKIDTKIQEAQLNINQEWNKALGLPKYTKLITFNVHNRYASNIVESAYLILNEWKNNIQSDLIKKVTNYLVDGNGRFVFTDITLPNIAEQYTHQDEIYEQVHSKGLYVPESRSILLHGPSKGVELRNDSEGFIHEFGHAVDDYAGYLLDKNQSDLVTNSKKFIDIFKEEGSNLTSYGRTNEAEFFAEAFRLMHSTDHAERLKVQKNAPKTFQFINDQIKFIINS
* marks the source's active call; other numbers are inactive results; ? = inconclusive; nt = not tested or not shown. Cut-off read from the data, not from the text of the source, unless noted: active = inhibition above about 30%; inconclusive = no clear call, values can overlap the other calls; inactive = below that.

SMILES	BoNT A protease	TcdB inh	CCHFV vOTU inh	Y pestis TopoI	FadD28 binding	PrPC surface inh	BoNT-F LC inh	PfHsp40 yeast	Anthrax LF prot
Cc1cc(=O)[nH]c(SCC(=O)Nc2cccc3ccccc23)c1C#N	0.0	-1.7	nt	-6	-3.0	nt	-8	-0.4	-2
CCOC(=O)C(=Cc1ccc(N(C)C)cc1)C(=O)c1ccccc1	1.4	0.6	0	nt	-3.7	2	-6	nt	3
Cc1nonc1NC(=O)CSc1nc2ccccc2cc1C#N	0.0	2.6	1	-1	-3.4	-13	1	0.1	-2
CC(=O)c1c(C)oc2c1C(=O)c1ccccc1C2=O	-0.8	1.1	11	-7	-3.9	-4	-11	16	-7
C=C(C)c1cccc(C(C)(C)NC(=O)Nc2ccc(OC)nc2)c1	-1.0	2.7	5	19	-1.1	1	8	-0.7	1
OCCCNc1ncnc2c1ncn2[C@H]1CN(Cc2ccc3c(c2)OCO3)C[C@@H](CO)O1	0.0	-0.4	8	0	-1.9	-2	-2	nt	-1
O=C(Nc1ccccc1O)c1ccc(NC(=O)C2CC2)cc1	-0.2	-5.9	2	-8	-0.7	6	-2	-1.2	-1
O=[N+]([O-])c1ccc(OC(F)F)c(/C=N/n2cnnc2)c1	-1.1	1.1	18	-3	-0.2	2	-5	?	3
CSCC[C@H](NC(=O)COc1ccc(Cl)cc1Cl)c1nc2ccccc2[nH]1	1.5	nt	-12	0	0.5	-1	1	0.3	-5
Cc1cccc(C)c1OCC(=O)NNC(=S)NC(=O)C1CC1	0.9	-0.8	17	6	-3.3	-6	3	83*	2
O=C(CSc1nc2ccccc2c(=O)n1-c1ccccc1)N1CCCC1	1.7	nt	-5	14	-0.8	-4	4	-0.3	-1
COc1ccc(C2/C(=C(/O)c3ccc4c(c3)CC(C)O4)C(=O)C(=O)N2CCN2CCOCC2)cc1OC (stereo not given)	-0.2	0.1	16	-3	-3.0	-2	0	-0.4	-1
Cc1[nH]c2ccc(OCc3ccccc3)cc2c1CCN1C(=O)OC(C)(C)C1(C)O (stereo not given)	-0.3	-2.4	6	14	0.5	14	-2	-0.2	-9
COc1ccc(OC)c(S(=O)(=O)N2CCC(NC(=O)c3ccccc3)CC2)c1	-2.5	2.3	-15	12	-2.0	-2	-10	0.8	-4
CCc1nc(Nc2ccc(F)cc2)c2oc3ccccc3c2n1	-2.6	2.0	12	4	nt	6	2	2.6	-2
Cc1ccc(NS(=O)(=O)c2ccc(CCC(=O)N3CCOCC3)cc2)cc1	0.8	nt	-3	1	-1.2	6	6	0.1	2
COc1ccc2nc(-c3ccc(N)cc3)[nH]c2c1	-1.0	nt	-72	-7	-3.4	-4	-9	-0.7	-2
COc1ccc(CN2C(=O)C(C)Nc3ncnc(N4CCN(c5ccccn5)CC4)c32)cc1 (stereo not given)	0.0	0.0	-6	28	-1.4	-2	-5	-0.7	-6
COc1ccc(N(C(=O)c2ccco2)C(C(=O)NC2CCCCC2)c2cccs2)cc1OC (stereo not given)	-0.9	nt	6	16	-2.0	0	1	-0.1	0
O=c1[nH]cc(S(=O)(=O)N2CCN(c3cccc(C(F)(F)F)c3)CC2)c(=O)[nH]1	-2.2	0.7	-1	2	-3.2	1	9	-0.7	0
CC(=O)C1=C(O)C(=O)N(c2ccc(O)cc2)C1c1ccccc1F (stereo not given)	-4.0	2.1	16	5	-0.6	-4	-15	0.5	-6
Cc1cccc(C)c1OCc1n[nH]c(=S)n1N	0.0	2.4	3	5	-0.6	-4	5	-0.7	-4
Cc1cccc2cc(C#N)c(NCCNS(=O)(=O)c3ccccc3)nc12	0.6	-3.5	-14	11	-2.9	0	-6	3.5	-4
CCOc1cc(NC(=S)NC)c(OCC)cc1NC(=O)c1cccs1	-0.1	1.2	-3	-5	-3.8	6	8	1.1	2
Cc1cc(C)nc(N2CCC(C(=O)NNC(=O)c3ccc(Cl)cc3)CC2)n1	0.8	-0.3	3	8	-0.3	-6	0	-0.3	-6
Cc1ccc(C)c(NC(=O)CN(C)C(=O)C2CCCC2)c1	-0.1	1.2	0	-1	0.8	-1	4	-0.2	4
C=CCNC(=O)c1ccccc1NC(=O)Nc1ccccc1	-0.2	1.3	10	-2	-1.4	8	-4	-1.1	1
COC(=O)c1ccc(C)c(N(CCO)CCO)c1	-0.1	nt	-5	-5	-3.2	-6	-7	-0.8	-9
NS(=O)(=O)c1ccc(NCc2cnc3ccccc3n2)cc1	0.6	0.6	8	-1	0.5	-15	-4	nt	0
Cc1cc2sc3ccc(C#CC4(O)CCCCC4)cc3c(=O)c2cc1C	0.5	-2.3	13	9	-4.0	2	2	0.8	-2
Cc1ccc(CNC(=O)CCS(=O)(=O)c2ccc3c(c2)CC(C)N3C(=O)C2CC2)cc1 (stereo not given)	-1.3	-3.8	-7	17	-4.0	3	-3	-0.1	1
Nc1nnc(-c2ccco2)s1	-1.3	nt	3	-5	-4.0	-5	-15	-0.5	-3
Cc1cc2oc3c(c(=O)c2cc1C)C(c1cccc(Br)c1)N(Cc1ccco1)C3=O (stereo not given)	-0.5	nt	3	18	-3.7	-1	-1	-0.2	0
O=C(C1=NN[C@@H]2C(=O)N(c3ccccc3C(F)(F)F)C(=O)[C@H]12)c1ccc2ccccc2n1	5.2	nt	8	-10	0.2	10	7	0.7	2
CC(C)OCC(O)CN1CCN(C(c2ccccc2)c2ccccc2)CC1 (stereo not given)	0.0	0.7	7	-5	-4.6	-12	-2	0.7	-2
Cc1cccn2c(=O)c3cc(C#N)c(=O)n(Cc4cccnc4)c3nc12	nt	nt	-78	13	-1.2	-6	nt	-0.9	nt
O=C(COC(=O)/C=C/c1ccc([N+](=O)[O-])cc1)Nc1ccc(F)cc1	0.3	2.2	-2	2	nt	-14	0	-3.7	-9
COc1cccc(OCCNCc2ccccc2)c1	-2.0	0.1	11	6	-1.2	-4	-19	1.4	9
CC(C)c1c(C(=O)N/N=C/c2ccc(-c3ccccc3)cc2)nnn1-c1nonc1N	-0.6	1.8	13	1	-1.0	-1	1	-0.8	0
COc1cc(CCC(=O)NC2(C)CCS(=O)(=O)C2)cc(OC)c1OC (stereo not given)	-3.0	0.7	3	-3	-4.8	-2	-4	-0.2	-4
Cc1nc(-c2cccc3ccccc23)ccc1C(=O)O	0.2	nt	-8	1	-0.9	-3	0	-1.2	1
Cc1oc(-c2ccccc2F)nc1CS(=O)CC(=O)NC1CCCCC1 (stereo not given)	0.1	-1.1	-3	9	-1.7	6	2	-0.3	-11
CC(C)(C)OC(=O)N1CCC(Cc2cc(-c3cccc(Br)c3)no2)(C(=O)O)CC1	-0.8	0.4	13	10	-1.7	-5	-7	2.0	1
CCCNS(=O)(=O)c1cccc2cccnc12	-0.2	-1.5	5	-6	-1.5	3	-7	1.3	-5
N=c1c(C(=O)NC2CCCCC2)cc2c(=O)n3ccccc3nc2n1Cc1ccccc1	5.5	2.4	-61	4	-3.2	-16	7	0.0	6
Fc1ccc(-n2c(Cc3cccs3)n[nH]c2=S)cc1Cl	0.0	1.4	14	1	-4.6	-3	-4	-1.1	10
CCCCNC(=O)CCC(=O)Nc1ccc2nc(N3CCC(C)CC3)cc(C)c2c1	1.4	0.3	-21	15	-3.7	5	-14	1.1	-9
COC(=O)c1ccccc1NC(=O)CSc1nc(N)cc(N)n1	0.3	1.0	-8	3	-2.4	1	4	0.5	-2
O=C(OC(C(=O)NCc1cccs1)c1ccccc1F)c1ccco1 (stereo not given)	-0.7	nt	-4	12	-4.5	0	0	0.2	-3
CC1C(=O)N(Cc2cn(CC3CCCCC3)nn2)CCS(=O)(=O)N1Cc1ccc(-c2cccc(CO)c2)cc1 (stereo not given)	-0.4	1.2	1	13	-2.6	-2	-1	nt	-4
CC1CCCC(C)N1C(=O)COC(=O)c1cccs1 (stereo not given)	-0.1	0.8	5	-1	-3.3	3	-3	-0.6	-2
CCOC(=O)/C=C/[C@H]1CCc2cccc(Cl)c2O1	-0.6	0.9	17	12	0.3	-6	-8	-1.5	-5
CN1C(=O)CC(C(=O)O)SC1=Nc1ccc(F)cc1 (stereo not given)	0.0	0.3	8	1	-3.0	-4	-4	1.4	0

No new results follow: 17 of the compounds above.
SMILES	BoNT A protease	TcdB inh	CCHFV vOTU inh	Y pestis TopoI	FadD28 binding	PrPC surface inh	BoNT-F LC inh	PfHsp40 yeast	Anthrax LF prot
O=C(COC(=O)/C=C/c1ccc([N+](=O)[O-])cc1)Nc1ccc(F)cc1	0.3	2.2	-2	2	nt	-14	0	-3.7	-9
COc1cccc(OCCNCc2ccccc2)c1	-2.0	0.1	11	6	-1.2	-4	-19	1.4	9
CC(C)c1c(C(=O)N/N=C/c2ccc(-c3ccccc3)cc2)nnn1-c1nonc1N	-0.6	1.8	13	1	-1.0	-1	1	-0.8	0
COc1cc(CCC(=O)NC2(C)CCS(=O)(=O)C2)cc(OC)c1OC (stereo not given)	-3.0	0.7	3	-3	-4.8	-2	-4	-0.2	-4
Cc1nc(-c2cccc3ccccc23)ccc1C(=O)O	0.2	nt	-8	1	-0.9	-3	0	-1.2	1
Cc1oc(-c2ccccc2F)nc1CS(=O)CC(=O)NC1CCCCC1 (stereo not given)	0.1	-1.1	-3	9	-1.7	6	2	-0.3	-11
CC(C)(C)OC(=O)N1CCC(Cc2cc(-c3cccc(Br)c3)no2)(C(=O)O)CC1	-0.8	0.4	13	10	-1.7	-5	-7	2.0	1
CCCNS(=O)(=O)c1cccc2cccnc12	-0.2	-1.5	5	-6	-1.5	3	-7	1.3	-5
N=c1c(C(=O)NC2CCCCC2)cc2c(=O)n3ccccc3nc2n1Cc1ccccc1	5.5	2.4	-61	4	-3.2	-16	7	0.0	6
Fc1ccc(-n2c(Cc3cccs3)n[nH]c2=S)cc1Cl	0.0	1.4	14	1	-4.6	-3	-4	-1.1	10
CCCCNC(=O)CCC(=O)Nc1ccc2nc(N3CCC(C)CC3)cc(C)c2c1	1.4	0.3	-21	15	-3.7	5	-14	1.1	-9
COC(=O)c1ccccc1NC(=O)CSc1nc(N)cc(N)n1	0.3	1.0	-8	3	-2.4	1	4	0.5	-2
O=C(OC(C(=O)NCc1cccs1)c1ccccc1F)c1ccco1 (stereo not given)	-0.7	nt	-4	12	-4.5	0	0	0.2	-3
CC1C(=O)N(Cc2cn(CC3CCCCC3)nn2)CCS(=O)(=O)N1Cc1ccc(-c2cccc(CO)c2)cc1 (stereo not given)	-0.4	1.2	1	13	-2.6	-2	-1	nt	-4
CC1CCCC(C)N1C(=O)COC(=O)c1cccs1 (stereo not given)	-0.1	0.8	5	-1	-3.3	3	-3	-0.6	-2
CCOC(=O)/C=C/[C@H]1CCc2cccc(Cl)c2O1	-0.6	0.9	17	12	0.3	-6	-8	-1.5	-5
CN1C(=O)CC(C(=O)O)SC1=Nc1ccc(F)cc1 (stereo not given)	0.0	0.3	8	1	-3.0	-4	-4	1.4	0
